MmCpn inh = M. maripaludis TRiC chaperonin inhibition. purified Mm-Cpn ATPase, ADP Transcreener TR-FRET. Potency, µM (top dose mostly 76.9 µM), without a hit: top-dose activity, negative = inhibition, hits mostly inhibitors. AID 504842. 0.031% of 330,000 active; note: potency is the fitted concentration of half-maximal effect; % is set by controls: 0 for no effect and ±100 for the full control effect; nearly all actives have a fitted effect of over 80% in size
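ATP (10 uM final) was added to archaeal chaperonin (25 nM final) after 10 min exposure to test compound at 37°C; after 30 min further incubation, ADP was detected by competitive TR-FRET.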
TDP-43 yeast inh = rescues yeast growth from TDP-43 toxicity. AID 652104. Potency, µM (highest dose often 46.1 µM), inactives show at the top dose growth rescue (activation), usual class: activators. 1.8% of 410,000 active. TDP-43 expressing yeast growth rescue, BacTiter-Glo, 24 h; note: potency is the fitted concentration of half-maximal effect; % of control where 0% means no effect; nearly all actives have a fitted effect of over 50% in size
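Yeast expressing TDP-43 (pregrown in raffinose, seeded at OD600=0.02 in galactose medium) exposed to compounds 24 hr at 30 deg C. Growth read by BacTiter-Glo luminescence; rescue of toxicity appears as increased signal.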
Abeta yeast res = A-beta toxicity reversal in yeast; yeast expressing A-beta42, growth rescue, OD600, 48 h; response scale: 0% DMSO, 100% iron-clioquinol control; Potency, µM (doses to about 46.1 µM), inactives show top-dose growth rescue, hits mostly activators; 0.063% of 410,000 active; note: potency is the fitted concentration of half-maximal effect; nearly all actives have a fitted effect of over 55% in size
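Growth rescue measured by 600 nm absorbance after 48 h yeast culture at 30 C with compound. Values normalized between DMSO and an equimolar ferric chloride plus clioquinol control.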
PTHR1 ag = agonists of human PTHR1 parathyroid hormone receptor | Q03431 | HEK293 GP2 PTHR1 cells, GloSensor cAMP luminescence, 1 h | Potency, µM (titrated, usually from 115 µM), for the others: top-dose activation, actives largely listed as activators | 0.075% of 410,000 active | AID 743266; note: potency is the fitted concentration of half-maximal effect; nearly all actives have a fitted effect of over 55% in size; some results filed as inactive show a strong effect at the top dose; inactives centre near -15; many of its hits are not listed in these tables
Target sequence (Q03431 whole entry, looked up): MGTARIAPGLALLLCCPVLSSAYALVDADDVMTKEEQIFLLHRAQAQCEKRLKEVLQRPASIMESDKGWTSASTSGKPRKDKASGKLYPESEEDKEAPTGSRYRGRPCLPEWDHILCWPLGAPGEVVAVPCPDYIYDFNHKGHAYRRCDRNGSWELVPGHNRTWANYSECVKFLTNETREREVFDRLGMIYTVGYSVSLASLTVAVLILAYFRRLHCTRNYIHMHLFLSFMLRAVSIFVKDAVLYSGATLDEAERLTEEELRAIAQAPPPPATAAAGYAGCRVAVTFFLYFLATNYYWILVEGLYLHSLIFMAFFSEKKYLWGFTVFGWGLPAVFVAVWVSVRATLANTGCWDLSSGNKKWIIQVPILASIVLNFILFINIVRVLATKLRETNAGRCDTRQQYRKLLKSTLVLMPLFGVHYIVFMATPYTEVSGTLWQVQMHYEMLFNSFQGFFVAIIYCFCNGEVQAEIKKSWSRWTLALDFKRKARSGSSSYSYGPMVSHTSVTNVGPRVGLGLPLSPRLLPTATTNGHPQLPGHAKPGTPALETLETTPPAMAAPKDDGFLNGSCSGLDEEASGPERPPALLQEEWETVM
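HEK-293-derived GP2 cells expressing PTHR1 and a GloSensor cAMP reporter, 3,000/well, plated overnight, given luciferin plus IBMX (each 0.5 mM as added) for 1 h at 37 °C, then compound for 1 h at 37 °C. Luminescence was read after 15 min at room temperature.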
pAkt inh = Akt phosphorylation inhibition; AID 651550; Neuro2A IGF-stimulated pAkt S473 HTRF, 20 min; active compounds read low; 0.32% of 360,000 active; activity change, % for hits at 50 µM; in the data active = activity change below about -80%; inconclusive = mostly about -51% to -80%; note: % is set by controls: 0 for no effect and ±100 for the full control effect
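Neuro2A cells (4,500/well, DMEM with 0.5% FBS) were treated with compound at a single 50 µM final concentration, stimulated with 6 nM IGF for 20 min at 37 °C, and lysed. Phospho-Akt Ser473 was read by HTRF as 665/615 ratio ×10^4.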
FUS suppressor = suppressors of FUS proteinopathy in yeast; S. cerevisiae FUS-expressing, growth rescue, OD600, 24 h; Potency, µM (doses to about 76.6 µM), for the others: at the top dose growth rescue (activation), usual class: activators; 0.24% of 390,000 active; AID 1347120;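 note: potency is the fitted concentration of half-maximal effect; plate controls were DMSO vehicle for no effect and reference control for full effect; nearly all actives have a fitted effect of over 55% in size; some results filed as inactive show a strong effect at the top dose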
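Yeast expressing FUS under galactose induction, OD 0.005 in 2% galactose medium; compounds in a dilution series, 24 h at 30C. Growth rescue by absorbance at 600 nm; CP55940 positive control, DMSO negative.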
GLP1R inv ag = acts as inverse agonist at human GLP-1 receptor. P43220. HEK293 GLP-1R CRE-luciferase, luminescence, 24 h; GLP-1R form is constitutively active. Potency, µM (series often up to 38.3 µM), without a hit: at the top dose activity change, negative = inhibition, hits mostly inhibitors. 1.6% of 410,000 active. AID 624417; note: potency is the fitted concentration of half-maximal effect; % is set by controls: 0 for no effect and ±100 for the full control effect; nearly all actives have a fitted effect of over 55% in size
Target sequence (P43220 whole entry, looked up): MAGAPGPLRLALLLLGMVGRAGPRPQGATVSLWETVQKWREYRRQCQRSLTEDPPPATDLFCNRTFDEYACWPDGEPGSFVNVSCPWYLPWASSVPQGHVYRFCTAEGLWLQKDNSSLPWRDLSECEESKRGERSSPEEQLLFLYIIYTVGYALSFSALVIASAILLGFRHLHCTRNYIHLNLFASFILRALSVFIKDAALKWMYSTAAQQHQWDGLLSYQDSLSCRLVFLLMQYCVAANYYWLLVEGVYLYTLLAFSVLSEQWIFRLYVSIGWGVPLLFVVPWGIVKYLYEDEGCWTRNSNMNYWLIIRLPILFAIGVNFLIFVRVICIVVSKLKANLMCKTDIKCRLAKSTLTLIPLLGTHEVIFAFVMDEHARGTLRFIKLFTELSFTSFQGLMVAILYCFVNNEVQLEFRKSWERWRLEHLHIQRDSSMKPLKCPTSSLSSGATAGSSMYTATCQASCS
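Constitutively active GLP-1R drives a cAMP-responsive luciferase in stably transfected HEK293 cells; test compounds are added after overnight (12 h) attachment and left 24 hr, and signal loss in luminescence marks inhibition.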
GLP1R cytotox = cytotoxic in the GLP-1 receptor inverse agonist counter-screen; HEK293 cAMP-luciferase reporter cells, luminescence, 24 h; Potency, µM (highest dose often 38.3 µM), for the others: at the highest dose activity change, negative = inhibition, actives largely listed as inhibitors; 0.13% of 410,000 active;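 note: loss of luciferase light is scored as toxicity; potency is the fitted concentration of half-maximal effect; % is set by controls: 0 for no effect and ±100 for the full control effect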
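Seeding density was 200 cells/uL; after overnight-length (12 h) culture, 23 nL compounds went on for 24 h at 37 °C. Readout used a luciferase detection reagent, luminescence taken after 12 min at room temperature.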
aSyn rescue = alpha-synuclein toxicity inhibition in yeast; Yeast expressing alpha-synuclein, growth rescue, BacTiter-Glo, 24 h; Potency, µM (series often up to 46.1 µM), for inactives: at the top dose growth rescue (activation), most hits filed as activators; 0.14% of 370,000 active; AID 652106; note: potency is the fitted concentration of half-maximal effect; % of control where 0% means no effect; nearly all actives have a fitted effect of over 65% in size
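Rescue of yeast growth: cells expressing toxic alpha-synuclein, induced in galactose at OD600 0.02, incubated with compound 24 h at 30 C. ATP luminescence quantified growth; inhibitors of toxicity appear as activators.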
Numbers without * were called inactive; i = inactive; u = inconclusive; x = not tested or not shown; & = joins results of further samples; [ ] = dose if it differs, or a comment. Unless noted, calls come from the whole dose curve; as a rule, active = well fitted curve in the direction sought with a large enough effect; inconclusive = small, poorly fitted or top-dose-only effect, or another doubt; inactive = no such curve, though single readings can be large; an effect the other way counts as inactive or inconclusive. A portion of the library. The share of hits here may be higher or lower than overall.

The line under a structure holds: Abeta yeast res, FUS suppressor, aSyn rescue, PTHR1 ag, MmCpn inh, TDP-43 yeast inh, pAkt inh, GLP1R cytotox, GLP1R inv ag
CSCCC(N=Cc1c(O)n(-c2ccc(Cl)cc2)c(=O)[nH]c1=O)C(=O)OC(C)(C)C (stereo unspecified)
→ 3%, -18%, x, i, 0%, 0%, x, 1%, 2%
O=C(CCNC(=O)N1C[C@H]2C[C@@H](C1)c1cccc(=O)n1C2)Nc1cccc(Cl)c1
→ -5%, -1%, -1%, -23%, -4%, 17%, i, -2%, -1%
CCOc1ccccc1N=C1SCCCN1C
→ -2%, 7%, -16%, i, -1%, -14%, i, -7%, 0%
COc1ccc2nc(NC3=NCCN3)sc2c1
→ -42%[inhibitor], -2%, -41%[inhibitor], -17%, -2%, 23%, i, 15%[1.53 µM], 1%
O=C(COc1ccc(Cl)cc1)N1CCN(C/C=C/c2ccccc2)CC1
→ u, 17%, 9%, i, -2%, 14%, i, 0%, u
COC(=O)C(O)(c1c(C)[nH]c2ccccc12)C(F)(F)F (stereo unspecified)
→ 10%, 7%, -1%, i, 1%, -4%, i, 1%, u
CC(Sc1ncnc2sccc12)C(=O)Nc1ccc(S(=O)(=O)N2CCOCC2)cc1 (stereo unspecified)
→ 2%, x, 9%, -29%, x, 0%, i, -7%, 78%[activator]
Cn1c(=O)n(C)c2cc(CNCCc3ccccc3)ccc21
→ -14%, -20%, x, -4%, x, 27%[9.22 µM], x, -8%, -16%
OCC#CC[N+]1(CC#Cc2ccccc2)CCOCC1
→ -12%, 4%, -6%, -23%, 3%, -9%, i, -8%, 10%
CN1C2CCC1CC(OC(=O)c1ccc([N+](=O)[O-])cc1)C2 (stereo unspecified)
→ -9%, 37%, -5%, i, 0%, -16%, i, 7%, 4µM*
CCCC[N+]12CCC(CC1)C(=C(c1ccccc1)c1ccccc1)C2
→ 12%, -7%, 3%, -9%, 0%, 13%, i, 4%, 5%
Cc1ccc(N2C(=O)NC(=O)/C(=C\c3cc(C)n(-c4sc5c(c4C#N)CCCC5)c3C)C2=O)cc1
→ 23%, u, 9%, -14%, -4%, -8%[0.397 µM], i, -23%, 3.5µM*
O=C(Nc1ccc(C(=O)O)cc1)Oc1ccc(N(CCCl)CCCl)cc1
→ -10%, -18%, 1%, i, x, 28%, i, -11%, -15%
Cc1ccc(S(=O)(=O)N(C)C[C@@H]2Oc3ncc(Br)cc3C(=O)N([C@H](C)CO)C[C@H]2C)cc1
→ 7%, -4%, -9%, -28%, x, 27%, i, -10%, 3%
CC(=O)c1cn(Cc2ccccc2C#N)c2ccccc12
→ -10%, -3%, -1%, -38%[inhibitor], -6%, u, i, -12%, u
COc1ccc(C)cc1NC(=O)c1cccn(Cc2ccccc2Cl)c1=O
→ -11%, -13%, u, -38%[inhibitor], x, 14%, x, 3%, 12%
CCOC(=O)CNC(=O)N1Cc2cc(-c3cccc(F)c3)ccc2-n2nncc2C1
→ -7%, 17%, 3%, -20%, x, u, i, -12%, 16%
CCOc1ccc(S(=O)(=O)NCc2ccc3c(c2)OCO3)cc1C
→ -8%, 7%, 6%, -5%, 0%, 13µM*, i, -2%, 3%
COc1ccc(C(=O)OCC2CN2c2cccc([N+](=O)[O-])c2)cc1 (stereo unspecified)
→ 8%, 9%, 11%, i, x, u, i, 4%, 7%
CN1CCN2c3ccc(N)cc3CC3(C(=O)NC(=O)NC3=O)C2C1 (stereo unspecified)
→ 21%, -12%, -3%, -17%, -17%, -15%, i, 0%, 6%
O=C1Nc2ccccc2Sc2ccccc21
→ 17%, 2%, 1%, -13%, 1%, u, i, -2%, 17%
CCC(=O)Oc1ccc(C(=O)Nc2cccc(C(=O)c3ccccc3)c2)cc1
→ 9%, 3%, 0%, -31%[inhibitor][57.5 µM], 2%, 3%, i, -28%, u
O=C(c1cc(-c2cccnc2)nc2ccc(Cl)cc12)N1CCC2(CC1)OCCO2
→ -2%, 4%, 1%, i, -1%, 3%, i, 26%, 9%
COc1ccc(-c2c(C)nn3c(-c4ccccc4)cc(C)nc23)cc1OC
→ -2%, 2%, x, -52%[inhibitor], x, 13%, x, -4%, -1%
Cc1ccc(C)c(CN2CCC(CNC(=O)Nc3ccc(Br)cc3F)CC2)c1
→ 14%&2%, 19%&10%, 7%, -6%, 1%, -1%&7%, i, u, 7.1µM*
CN(CC(=O)NC(=O)NCc1ccco1)CC(=O)Nc1ccccc1Cl
→ 12%, 16%, 4%, -20%, -3%, 3%, i, -8%, u
CC(C)C[C@H](NC(=O)[C@@H]1CCCN1C(=O)[C@@H](N)Cc1ccc(O)cc1)C(=O)NCC(N)=O
→ -21%, -24%, -4%, -7%, -1%, 8%, i, 1%, 3%
OCC(Cl)CCl (stereo unspecified)
→ -5%, -28%, 13%, -24%, -4%, 20%, x, 0%, 3%
O=C(CN1CCN(S(=O)(=O)c2cc(Br)ccc2Br)CC1)NCc1ccccc1Cl
→ -7%, x, 20%, -5%, x, u, i, 19%, u
CN1C(=O)C(=Cc2cn(CC#N)c3ccccc23)C(=O)N(C)C1=O
→ -3%, 9%, 5%, i, -3%, -18%, i, -3%, 7%

2 entries from above, set out differently:
Molecule: CC(=O)c1cn(Cc2ccccc2C#N)c2ccccc12
  Abeta yeast res: -10%
  FUS suppressor: -3%
  aSyn rescue: -1%
  PTHR1 ag: -38%[inhibitor]
  MmCpn inh: -6%
  TDP-43 yeast inh: u
  pAkt inh: i
  GLP1R cytotox: -12%
  GLP1R inv ag: u

Molecule: CCOc1ccccc1N=C1SCCCN1C
  Abeta yeast res: -2%
  FUS suppressor: 7%
  aSyn rescue: -16%
  PTHR1 ag: i
  MmCpn inh: -1%
  TDP-43 yeast inh: -14%
  pAkt inh: i
  GLP1R cytotox: -7%
  GLP1R inv ag: 0%

Next section
The line under a structure holds: Abeta yeast res, FUS suppressor, aSyn rescue, PTHR1 ag, MmCpn inh, TDP-43 yeast inh, pAkt inh, GLP1R cytotox, GLP1R inv ag
C[C@@H]1O[C@@H]1P(=O)(O)O
→ 5%, -41%, -4%, -24%, 0%, 22%, i, 9%, -3%
CCN1CCN(c2nc3c(c(=O)[nH]2)CCC3)CC1
→ -12%, -24%, 1%, -10%, 0%, 5%, i, 0%, 17%
O=C(CCl)N(c1ccccc1)C1CCS(=O)(=O)C1 (stereo unspecified)
→ 0%, x, 5%, i, u, -2%, i, u, u
O=c1[nH]c(=S)n(C2CC2)c(O)c1/C=N/Nc1cccc2ccccc12
→ -8%, x, 6%, i, 1%, 5%, i, 7%, 8%
COc1ccc(-n2c(C)cc(C(=O)C[N+]34CCN(CC3)CC4)c2C)cc1
→ -21%, -12%, 1%, -15%, -3%, -3%, i, -11%, 2%
COc1cccc(CCNCc2ccc(SC)cc2)c1
→ -23%, 18%, -6%, -4%, 3%, -24%, i, 1%, u
Cn1c(O)c(N=Nc2cccc(S(=O)(=O)N3CCOCC3)c2)c(=O)n(C)c1=O
→ -6%, -6%, 0%, -10%, 0%, 1%, i, -21%, 16%
N=C(N)SCc1ccc(Cl)cc1Cl
→ 2%, -30%, 4%, i, u, 2%, i, u, 7.1µM*
NC(c1csc(NC(=O)Nc2cccc(Cl)c2)n1)C1CCCCC1 (stereo unspecified)
→ -18%, 14%, -45%[inhibitor], -13%, x, -11%, i, u, u
CCCc1c(C)nc(SCC(=O)C(C)(C)C)nc1OC(=O)N(C)C
→ 14%, 16%, 2%, -2%, -2%, 10%, i, 9%, u
CN1C(=O)CCC2(C)C1=CCC1C2CCC2(C)C1CCC2(C)O (stereo unspecified)
→ -3%, -7%, 12%, i, x, -4%, i, 1%, 27%
Fc1ccc(CNCCc2c[nH]c3ccccc23)cc1
→ 4%, 32%, -2%, i, -3%, -13%, i, -22%, u
C[C@]12CCC(=O)C[C@H]1CC[C@@H]1[C@@H]2CC[C@]2(C)C(=O)CC[C@@H]12
→ -14%, -3%, 2%, -11%, -4%, u, i, 1%, 6%
CCCCN(CCCC)CC(O)CN(c1cc([N+](=O)[O-])ccc1OC)S(=O)(=O)c1ccccc1 (stereo unspecified)
→ -16%, x, -7%, -8%, 3%, -9%, i, u, u
O=P(NS(=O)(=O)c1ccc(Br)cc1)(Oc1ccccc1)Oc1ccccc1
→ 2%, -3%, 0%, -9%[57.5 µM], 1%, -7%, i, -7%, 0%
CCOC(=O)[C@@H]1[C@H]2COc3ccc(Br)cc3[C@@H]2N2C(=O)N(c3cccc(C)c3)C(=O)[C@]12C
→ -4%, u, 20%, -5%, -3%, 9%, i, -4%, u
CCOC(=O)c1cc(-c2ccc(F)cc2)n(CC(=O)Nc2nccs2)c1C
→ 19%, 1%, 4%, i, x, 20%, i, u, u
Cc1ccc(C)c(C2(O)CC(C)N(C)CC2C)c1 (stereo unspecified)
→ -6%, -21%, -2%, i, 2%, -11%, i, 13%, -6%
COc1c(OP2(=S)OCC(C)(C)CO2)cnn(C2CCCCC2)c1=O
→ -22%, 35%, 18%, i, x, u, i, 2%, u
O=C(O)CCn1cc(C=C2C(=O)NC(=S)NC2=O)c(-c2cccc(Cl)c2)n1
→ -18%, 28%, 4%, 1%, -3%, -14%, i, 18%, 2%
CCOc1ccc2nc(NC(=O)c3cccn(Cc4ccccc4)c3=O)sc2c1
→ -10%, -3%, x, -21%, x, 18%, x, 8%, 9%
C[C@@H]1CN([C@H](C)CO)C(=O)CCCn2nncc2CO[C@H]1CN(C)C(=O)Nc1ccc(N2CCCCC2)cc1
→ 4%, -11%, 8%, -25%, x, 5%, i, -12%, -11%
CCOP(=O)(C#CC(C)(C)C)C(O)(c1ccccc1)C(F)(F)F (stereo unspecified)
→ -3%, 20%, -15%, -1%, 0%, -19%, i, -5%, u

Compound activity (PubChem)
